Bioassay records deposited in PubChem by National Center for Advancing Translational Sciences (NCATS).
KDM5B inh: inhibitors of human KDM5B histone demethylase; KDM5B demethylase, FDH-coupled NADH fluorescence (FDH is formaldehyde dehydrogenase); Potency, µM (doses to about 57.7 µM), without a hit: at the highest dose activity change, negative = inhibition, actives largely listed as inhibitors; hit rate 2.6% among 220,000; AID 1347165; active means well fitted inhibition curve with a large enough effect; inconclusive means small, poorly fitted or top-dose-only effect; inactive means no such curve, though single readings can be large or run the other way; further: 0% is about no effect; nearly all actives have a fitted effect of over 70% in size
Target sequence (Q9UGL1 whole entry, looked up): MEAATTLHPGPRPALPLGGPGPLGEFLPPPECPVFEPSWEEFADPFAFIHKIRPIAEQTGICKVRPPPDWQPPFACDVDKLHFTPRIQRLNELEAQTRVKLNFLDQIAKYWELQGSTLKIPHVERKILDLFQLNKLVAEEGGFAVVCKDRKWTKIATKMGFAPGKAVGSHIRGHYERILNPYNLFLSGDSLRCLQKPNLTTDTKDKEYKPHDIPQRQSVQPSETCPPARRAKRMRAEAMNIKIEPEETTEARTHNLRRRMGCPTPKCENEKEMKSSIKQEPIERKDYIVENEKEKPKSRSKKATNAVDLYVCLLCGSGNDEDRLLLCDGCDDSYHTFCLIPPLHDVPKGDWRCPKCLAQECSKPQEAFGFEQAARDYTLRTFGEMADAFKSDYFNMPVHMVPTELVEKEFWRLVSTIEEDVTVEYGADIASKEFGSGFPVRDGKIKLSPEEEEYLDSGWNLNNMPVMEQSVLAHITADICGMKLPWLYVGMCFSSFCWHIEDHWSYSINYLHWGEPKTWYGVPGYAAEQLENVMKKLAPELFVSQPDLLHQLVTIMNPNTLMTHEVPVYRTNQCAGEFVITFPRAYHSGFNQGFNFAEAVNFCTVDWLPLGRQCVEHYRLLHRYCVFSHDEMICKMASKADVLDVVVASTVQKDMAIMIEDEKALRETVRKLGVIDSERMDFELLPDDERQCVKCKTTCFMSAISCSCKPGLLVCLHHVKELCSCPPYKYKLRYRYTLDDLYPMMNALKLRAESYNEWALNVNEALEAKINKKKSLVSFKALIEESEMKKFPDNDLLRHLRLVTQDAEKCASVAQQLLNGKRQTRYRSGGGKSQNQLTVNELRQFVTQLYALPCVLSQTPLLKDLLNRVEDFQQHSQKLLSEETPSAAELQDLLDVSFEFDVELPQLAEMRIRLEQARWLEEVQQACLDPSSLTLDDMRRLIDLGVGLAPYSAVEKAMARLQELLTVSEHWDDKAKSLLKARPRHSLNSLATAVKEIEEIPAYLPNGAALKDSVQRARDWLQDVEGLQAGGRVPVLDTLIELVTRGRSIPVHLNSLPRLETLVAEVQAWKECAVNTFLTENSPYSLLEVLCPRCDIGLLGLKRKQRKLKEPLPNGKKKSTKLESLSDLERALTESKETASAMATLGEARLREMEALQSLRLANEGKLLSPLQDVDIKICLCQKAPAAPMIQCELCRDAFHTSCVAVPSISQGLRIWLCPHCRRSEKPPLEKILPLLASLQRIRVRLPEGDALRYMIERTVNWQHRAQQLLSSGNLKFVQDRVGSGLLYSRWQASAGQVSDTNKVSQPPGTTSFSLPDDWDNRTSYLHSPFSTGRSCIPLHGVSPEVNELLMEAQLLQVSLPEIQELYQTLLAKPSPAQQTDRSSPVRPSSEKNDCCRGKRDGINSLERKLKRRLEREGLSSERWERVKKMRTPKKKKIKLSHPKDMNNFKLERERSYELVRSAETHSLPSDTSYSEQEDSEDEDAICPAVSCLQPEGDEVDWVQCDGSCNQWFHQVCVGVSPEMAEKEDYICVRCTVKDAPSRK
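Compound dilutions met 200 nM (final) KDM5BΔAP for 10 min at room temperature before substrate addition. The substrate mix held 12.5 µM H3K4me3 with cofactors 25 µM α-ketoglutarate and 50 µM Fe²⁺. NADH signal gain over 30 min defined activity.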
Starred values were filed as active, the others as inactive; i = inactive; ? = inconclusive; [ ] = dose if it differs, or a comment. Potency means the concentration at half of the fitted maximal effect.

SMILES | KDM5B inh
CCCOc1ccc(-c2nc(C#N)c(NCc3ccccc3Cl)o2)cc1 | ?
COc1cccc(Cc2nc3ccccc3nc2SCC(=O)N2CCc3ccccc32)c1 | -10.3%
CC(C)(C)CC(=O)Nc1ccncc1 | -12.3%
CCc1noc(-c2ccn3c(CNC(=O)CCCc4ccccc4)nnc3c2)n1 | 7.08µM*
CC(=O)N1CCN(C(=O)c2cc3ccccc3[nH]2)CC1 | 0.7%
CC[C@H]1CN(C(=O)C2CC2)CC[C@H]1CC(=O)NC1CC1 | 3.5%[115 µM]
CC(C)CCNC(=O)c1cn(C)c2ccc(S(=O)(=O)N3CCCC3)cc2c1=O | -8.7%
CCn1ncc(N2CCC(NC(=O)CCOC)CC2)cc1=O | -4.8%
CCS(=O)(=O)c1ncc(N(Cc2ccc(F)cc2)Cc2ccco2)c(C(=O)Nc2cc(C)ccc2C)n1 | 10.7%
Cn1c(=O)c2c(SCC(=O)NCc3ccco3)nc(-c3ccccc3)nc2n(C)c1=O | ?
Cc1cc(C)c(C(=O)Nc2ccc(C)c(C)c2)c(CC(C)(C)C(=O)O)c1 | 16.1%
CCC(CNc1nc(CCN)nc2ccccc12)N1CCN(C)CC1 (configuration not stated) | -21.4%
O=C(NCCN1CCCC1)C1CCC(=O)N(CCCN2CCOCC2)C1 (configuration not stated) | 13.9%
CC(C)CCn1nc(C(=O)NCCc2ccc(S(N)(=O)=O)cc2)c2ccccc2c1=O | 7.2%
CCCc1c(O)nc(SC2CC(=O)N(c3ccc(OC)cc3)C2=O)[nH]c1=O (configuration not stated) | 14.3%
COc1cccc(S(=O)(=O)N2CCC(Cc3nncn3C(C)C)C2)c1 (configuration not stated) | 5.5%
CCN(CC)C(=O)Oc1ccc2oc(=O)c(-c3ccc(OC)cc3)c(C)c2c1 | ?
Clc1ccc(-c2cnc(CN3CCN(c4ccccc4)CC3)o2)cc1 | 3.5%
COC(=O)c1cc(CN2CCCC3(CCNC3)C2)ccc1O (configuration not stated) | -13.3%
Cc1nn(CCC#N)c(C)c1[C@@H]1C=C[C@@H](NC(=O)NCc2ccccc2)C1 | 13.0%[86.2 µM]
C[C@@H]1CCCCCCCCCCC1=O | 27.5%
Cc1nc(-c2ccc(Cl)cc2)sc1CCNC(=O)C(=O)Nc1ccc(F)cc1F | 6.5%
CCCCc1nn2c(=O)cc(COC(=O)c3ccccc3NC(=O)c3cccc(C)c3)nc2s1 | 0.7%
C/C(=C\C(=O)NCc1ccccn1)CCc1ccccc1 | -6.9%
Cc1ncc(C(=O)N2C[C@@H](C(=O)O)[C@H](c3ccc4c(c3)OCO4)C2)c(C)n1 | -10.7%
COc1ccc(S(=O)(=O)N2CC[C@H]3NC(=O)N(c4ccc(C)cc4)C(=O)[C@H]32)cc1 | -13.7%[86.2 µM]
COC(=O)c1c(C)[nH]c(C(=O)C(C)OC(=O)C23CC4CC(CC(C4)C2)C3)c1C (configuration not stated) | 15.3%
C/C(=N\NC(=O)c1cccc(S(=O)(=O)N2CCCC2)c1)c1ccncc1 | 39.6%
CC(C)OC(=O)c1ccc(NC(=O)c2cc3ccccc3oc2=O)cc1 | ?
CC(Oc1cccc(C(F)(F)F)c1)C(=O)NN (configuration not stated) | 31.4%
COc1ccc(NC(=O)CC2SCCNC2=O)cc1 (configuration not stated) | -4.9%
CC(C)OC(=O)CCNC(=O)c1ccc(Cl)cc1Cl | 19.6%
COc1ccc(NC(=O)C2CN(S(=O)(=O)C3CC3)CC23CCCCC3)cc1 (configuration not stated) | -1.9%
COC(=O)c1c(NC(=O)COc2cc(C)ccc2C(C)C)sc2c1CCC(C)C2 (configuration not stated) | 11.7%
COc1c(/C=N/NC(=O)c2ccncc2)c(CCN(C)C(C)=O)cc2c1OCO2 | -20.8%
CCC(NC(=O)c1cnc(-c2ccccc2)nc1-c1ccncc1)c1ccc(OC)cc1 (configuration not stated) | 39.9%
O=C([C@@H]1C[C@H](F)CN1C(=O)c1cccs1)N1CCCCC1 | -17.3%
O=C(c1ccc2[nH]ccc2c1)N1CCCN(c2cc(-c3ccc(F)cc3)[nH]n2)CC1 | -31.1%
CC(=O)N[C@H]1CCN(C(=O)C[C@@H]2[C@H](O)CCC3[C@](C)(CO)[C@H](OC(=O)Nc4cccc(C(F)(F)F)c4)CC[C@]32C)C1 (some centres not stated) | 22.8%
NC(=O)c1ccc(NC(=O)Cn2nc3c(cc2=O)CCCCC3)cc1 | 9.8%
COc1ccc(NC(=O)c2ncoc2-c2cccc(C)c2)c(OC)c1 | -12.8%
CCNC(=O)N(C1CC1)C1CCOC2(CCN(C(=O)Nc3ccc(OC)cc3)CC2)C1 (configuration not stated) | 27.1%
Cc1c(C)c2ccc(OCC(=O)N3CCN(C(=O)C4COc5ccccc5O4)CC3)cc2oc1=O (configuration not stated) | ?
COc1ccc(CC(=O)N2CCC3(CC2)CC(O)CCO3)cc1 (configuration not stated) | 14.0%
CCCCOc1ccc(NC(=O)CC(C)C)c2cccnc12 | -9.4%
CC(NC(=O)c1ccc(C2SCCS2)cc1)c1cc2ccccc2o1 (configuration not stated) | 28.7%
O=C(CSc1n[nH]c(-c2ccccc2)n1)N1CCOCC1 | 22.6%
FC1(F)C[C@@H](c2nnc(C3CC3)o2)N(C2CCSCC2)C1 | 29.6%
O=C(Cc1[nH]nc2ccccc12)N[C@H](c1ccc2c(c1)CCO2)C1CC(O)C1 (some centres not stated) | -24.0%
CCc1nn(C(CC)C(=O)NCc2ccc(F)cc2)c(=O)c2cc3occc3n12 (configuration not stated) | 0.5%
Further structures:
SMILES | KDM5B inh
COc1ccc(CCNC(=O)CCc2cn(Cc3ccccc3Cl)c3ccccc23)c(OC)c1 | ?
CCc1ccc(C(C)NC(=O)Cc2cccs2)cc1 (configuration not stated) | 18.1%
COc1ccc(Nc2cc3c(cn2)CN(CCc2ccccc2)CCN3)cc1 | ?
O=C(CN1C(=O)C(c2ccccc2)=NC12CCCCCC2)NC1CCCC1 | -15.0%
CC(C)c1ccc(Nc2n[nH]c(C(O)C3CC3)n2)cc1 (configuration not stated) | 16.3%[115 µM]
Cc1ccc(C(=O)Oc2ccccc2N2CCOCC2)cc1 | 7.5%
FC(F)Oc1ccc(/C=N/n2c(Cc3ccc(Br)cc3)n[nH]c2=S)cc1 | ?
Cc1ccc(-c2noc(CNS(=O)(=O)c3ccc(F)cc3)n2)cc1 | -4.3%
CC(C)CNC(=O)NCCn1c(-c2ccccc2)nc2ccccc21 | -14.8%
Cc1ccccc1C(=O)N1CCCC(Nc2ccc(F)cc2)C1 (configuration not stated) | 34.9%[activator]
O=C1c2c(-c3nc(-c4ccsc4)no3)nnn2CCN1Cc1cccc(Cl)c1 | -5.3%
Cc1cc2oc(C(=O)Nc3ccc(OC(F)F)cc3)cc(=O)c2cc1C | 20.1%
Cc1c(CC(=O)N2CCC(O)(c3ccc(Cl)cc3)CC2)c(=O)oc2cc(O)c(Cl)cc12 | i
COc1ccc(Nc2cc(C(=O)NC3CCCC3)c3ccccc3n2)cc1 | ?
Cc1ccccc1NC(=O)c1ccc2c(c1)OCCN(C1CCC1)C2 | 21.8%[86.2 µM]
Cc1cccc(-c2nnc3n(CCc4ccccc4)c(=O)c4ccccc4n23)c1 | -20.8%
O=C(Nc1nccs1)c1ccc(-c2ccc(Cl)cc2Cl)o1 | -1.5%
O=[N+]([O-])c1ccc(C2CCCC/C2=N/O)c([N+](=O)[O-])c1 (configuration not stated) | 6.3%
Cc1ccc(CNC(=O)c2ccc(N3CCCC3)c(NC(=O)Nc3ccc(F)c(Cl)c3)c2)cc1 | ?
COc1ccccc1OCC(C)N (configuration not stated) | -13.8%
CC(NC(=O)CSCc1cccc(Br)c1)C1CC2CCC1C2 (configuration not stated) | 4.2%
CCCCCC1C(O)CC(c2ccccc2)N(C)C1c1ccccc1 (configuration not stated) | 2.1%
CCc1ccc(-n2nc(C)c3c(C(F)(F)F)cc(OCC(=O)NC(C)C)nc32)cc1 | 2.7%
COC(=O)/C=C/c1ccc(OS(C)(=O)=O)c(OC)c1 | ?
O=C(COc1ccccc1)N1CCC2(CC1)CC(N1CCN(c3ccccc3)CC1)CCO2 (configuration not stated) | -4.6%
COc1ccc(CCNC(=O)CCc2c(C)noc2C)cc1OC | -14.7%
Cc1cc(Nc2cccc(F)c2)nc(N2CCOCC2)n1 | 1.0%
CC(=O)NC1CC(=O)N(c2ccc3c(c2)OCCO3)C1 (configuration not stated) | -18.3%
O=c1oc2ccc(Cl)cc2cc1-c1nc(-c2ccc(F)cc2)no1 | 4.6%
COc1cccc([S+](=O)([O-])NC[C@@H]2CC[C@H]3C[C@@H]2C3(C)C)c1 | -9.7%[86.2 µM]
COc1ccc(C(=O)Nc2ccnn2C2CCN(C(=O)c3cnsn3)CC2)cc1 | 22.7%
CCc1ccccc1N(CC)C(=O)C(=O)Nc1ccc2nc3n(c(=O)c2c1)CCCCC3 | -10.8%
COCCCn1c(C)cnc1C1CCN(C(=O)COc2ccccc2)C1 (configuration not stated) | 0.0%
O=C(NC12CC3CC(CC(C3)C1)C2)c1cccc2ncccc12 | 8.2%
O=C(c1ccc(CSc2nc3ccncc3n2Cc2ccccc2)cc1)N1CCCCCC1 | -5.9%
c1cc2c(cc1OC1CNC1)OCO2 | -14.9%[230 µM]
COc1ccc2ncc3c(-c4ccc(C)c(C)c4)nn(CC(=O)Nc4ccccc4)c3c2c1 | ?
Cc1cnc(C(=O)NC2C[C@H]3CC[C@@H](C2)N3C(=O)Cc2ccsc2)cn1 (some centres not stated) | 14.9%
CCc1ccccc1-n1nc(-c2c(C)nc3scc(CC(=O)N4CCCC4)n3c2=O)cc1C | 31.6µM*
CCOc1nccnc1NC1CCN(C(=O)c2cccn2C)CC1 | 28.2µM*

Next section, starting with the last seven of the part before.
SMILES | KDM5B inh
O=C(NC12CC3CC(CC(C3)C1)C2)c1cccc2ncccc12 | 8.2%
O=C(c1ccc(CSc2nc3ccncc3n2Cc2ccccc2)cc1)N1CCCCCC1 | -5.9%
c1cc2c(cc1OC1CNC1)OCO2 | -14.9%[230 µM]
COc1ccc2ncc3c(-c4ccc(C)c(C)c4)nn(CC(=O)Nc4ccccc4)c3c2c1 | ?
Cc1cnc(C(=O)NC2C[C@H]3CC[C@@H](C2)N3C(=O)Cc2ccsc2)cn1 (some centres not stated) | 14.9%
CCc1ccccc1-n1nc(-c2c(C)nc3scc(CC(=O)N4CCCC4)n3c2=O)cc1C | 31.6µM*
CCOc1nccnc1NC1CCN(C(=O)c2cccn2C)CC1 | 28.2µM*
CCCc1cc(=O)oc2c(C)c(OCC(=O)NC3CC(C)(C)NC(C)(C)C3)ccc12 | ?
CC(C)c1ccc(CN2CC[C@@H]3OCC(=O)N(C(C)C)[C@H]3CC2)cc1 | ?
CCCNC(=O)c1cc2n(n1)CCCN(Cc1ccc(C)cc1)C2=O | -4.2%
CC(C)C(=O)NNC(=O)c1ccc(F)cc1 | 21.3%
CC(C)NC(=O)N1CCC2(CC1)CC(N(Cc1ccc(F)cc1)C1CC1)CCO2 (configuration not stated) | 25.2%
Cc1c(C(=O)OCCOc2ccccc2)sc(=S)n1C | -10.0%
CN(C)Cc1cn2c(=O)n(C)cc(-c3ccc(O)c(F)c3)c2n1 | -4.2%[86.2 µM]
Cc1cccc(C(=O)Nc2ccc(OC(=O)c3ccc4c(c3)NC(=O)CCS4)cc2)c1 | -10.7%
CCC1CCCCN1C(=O)CN1C(=O)N(c2ccc(F)cc2)S(=O)(=O)c2ccccc21 (configuration not stated) | 3.0%
COc1ccc2[nH]c3c(c2c1)CCNC31CCN(C(=O)c2sccc2C)CC1 | ?

An excerpt of these results, field by field:
CC(NC(=O)CSCc1cccc(Br)c1)C1CC2CCC1C2 (configuration not stated)
  KDM5B inh: 4.2%
CCC1CCCCN1C(=O)CN1C(=O)N(c2ccc(F)cc2)S(=O)(=O)c2ccccc21 (configuration not stated)
  KDM5B inh: 3.0%

(cont.)
SMILES | KDM5B inh
N#C/C(=C/c1ccccc1OC(F)F)c1ccccn1 | 4.5%
N#Cc1c(F)cccc1NCCCn1ccnc1 | -13.0%
Cc1ccc(NC(=O)C2CCN(c3cnc4ccccc4n3)CC2)cc1F | ?
Cc1cc(=O)oc2cc(OCC(=O)N3CCc4sccc4C3)ccc12 | ?
COc1ccc(-c2nn3c(=O)cc(CNC(=O)c4ccc(C(C)(C)C)cc4)nc3s2)cc1 | ?
O=S(=O)(Nc1ccccc1F)c1ccc(-c2cnc(C3CC3)o2)cc1 | -12.6%
Cc1cc(C)c2c(=O)c3c(oc2c1)C(=O)N(Cc1ccco1)C3c1ccc(F)cc1 (configuration not stated) | -3.9%
CCc1ccccc1NC(=O)C1CCCN1C(=O)Nc1ccc(C)cc1 (configuration not stated) | 25.4%
CC1=C/C(=N\Nc2nc(Cl)c(Cl)cc2Cl)CC1 | -10.8%
Cc1nn(Cc2ccccc2)c(C)c1NC(=O)COCc1cc(-c2ccco2)on1 | 0.5%
COc1ccc(C(=O)N[C@H]2C[C@H]3C(=O)NC[C@@H](CCC(=O)NCc4cccnc4)N3C2)cc1 | -16.5%
CCOC(=O)C1CCCN(C(=O)c2[nH]c3ccccc3c2Sc2ccc(Cl)cc2)C1 (configuration not stated) | -2.8%
Cc1ccc2oc(-c3ccc(NC(=O)c4cccc(F)c4)cc3)nc2c1 | -9.5%
COC(=O)c1cc2n(n1)CCCN(S(=O)(=O)c1ccc(-c3ccno3)o1)C2 | -7.8%
CNCC(=O)N1CCc2ncnc(N3CCSCC3)c2CC1 | -34.1%
O=C(NCCn1cnc2ccccc21)C1CC(=O)N(c2n[nH]c3ccccc23)C1 (configuration not stated) | 12.4%

The list is partial, so the mix of outcomes need not match the whole.
